Screens as filed in PubChem BioAssay.
A3A deaminase: human APOBEC3A DNA deaminase inhibition | hit rate 0.41% among 330,000 | recombinant A3A, FAM/TAMRA ssDNA deamination fluorescence | P31941 | inhibition, % at 20 µM;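 active = at least 40% inhibition at 20 µM here, with at most 30% in a related deaminase screen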;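 also: plate controls were A3A with DMSO for no effect and wells lacking A3A enzyme for full effect; some results filed as inactive read as strong as hits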
GRIN3A LBD mod: modulators (binders) of human NR3A ligand-binding domain | NR3A LBD differential scanning fluorimetry, Tm shift; 0% = protein alone, 100% = glycine-bound protein | Tm shift relative to glycine control, % at 25 µM | hit rate 2.5% among 340,000 | AID 1259313;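 active = melting temperature shift of at least 10% of the positive control shift, at one fixed dose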
hIAP inh: blocks human intestinal alkaline phosphatase. P09923. purified IAP, CDP-Star luminescence, 30 min. inhibition, % at 10 µM. hit rate 0.12% among 330,000;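 active = inhibition reaching a set limit with compound at 10 µM in the primary screen, cut at about 35% in these data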;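 also: plate controls were DMSO wells with enzyme for no effect and no-enzyme buffer wells for full effect; values of inactives mirror those of a sister screen read the other way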
Target sequence (P09923 whole entry, looked up): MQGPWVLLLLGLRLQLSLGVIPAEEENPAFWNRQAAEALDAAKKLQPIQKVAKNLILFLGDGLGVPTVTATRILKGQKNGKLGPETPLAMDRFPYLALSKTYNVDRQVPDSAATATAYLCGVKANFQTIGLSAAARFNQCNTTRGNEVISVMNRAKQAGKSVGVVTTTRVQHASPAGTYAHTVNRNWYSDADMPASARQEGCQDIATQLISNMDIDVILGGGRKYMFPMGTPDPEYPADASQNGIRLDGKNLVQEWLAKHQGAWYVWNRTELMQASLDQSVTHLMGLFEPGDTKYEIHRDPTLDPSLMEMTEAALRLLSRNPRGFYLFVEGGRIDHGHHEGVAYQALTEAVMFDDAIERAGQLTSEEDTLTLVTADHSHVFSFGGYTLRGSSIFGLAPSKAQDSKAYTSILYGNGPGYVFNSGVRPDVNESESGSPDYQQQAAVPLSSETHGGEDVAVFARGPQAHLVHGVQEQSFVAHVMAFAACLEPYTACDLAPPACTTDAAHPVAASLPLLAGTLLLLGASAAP
hIAP act: human IAP activation | AID 2524 | purified human IAP, CDP-Star luminescence, 30 min; stronger effect = higher value; 1 = vehicle-only enzyme, 0 = enzyme-free background | hit rate 0.16% among 330,000 | activation factor at 10 µM;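 active = activation factor of the enzyme at least 2-fold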; also: the source names both 10 and 20 µM as test concentration; values of inactives mirror those of a sister screen read the other way
APOBEC3G inh: APOBEC3G (human) deaminase inhibition. AID 493012. Q9HC16. hit rate 0.28% among 330,000. inhibition, % at 20 µM. recombinant A3G, ssDNA deamination FAM/TAMRA fluorescence;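 active = inhibition of at least 40% at 20 µM, with no more than 30% in the related APOBEC3A deaminase screen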;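 also: plate controls were DMSO wells with A3G for no effect and wells lacking A3G enzyme for full effect; some compounds called inactive have numbers as strong as hits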
Target sequence (Q9HC16 whole entry, looked up): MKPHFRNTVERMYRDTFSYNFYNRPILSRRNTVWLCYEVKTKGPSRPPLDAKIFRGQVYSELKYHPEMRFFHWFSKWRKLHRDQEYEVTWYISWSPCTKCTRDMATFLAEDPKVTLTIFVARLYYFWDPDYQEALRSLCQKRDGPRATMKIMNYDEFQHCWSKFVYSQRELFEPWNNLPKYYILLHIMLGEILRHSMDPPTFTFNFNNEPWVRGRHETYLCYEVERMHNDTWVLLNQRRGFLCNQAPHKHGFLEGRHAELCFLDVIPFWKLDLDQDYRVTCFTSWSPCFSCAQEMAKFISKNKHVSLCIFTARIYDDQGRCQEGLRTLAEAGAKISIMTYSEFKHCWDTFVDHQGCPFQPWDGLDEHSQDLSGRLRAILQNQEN
MIN6 prolif: induces beta-cell replication in MIN6 cells; MIN6 cells proliferation, ATPlite luminescence, 48 h; cells starved in 0.2% serum; 100% = growth in 10% serum; proliferation, % at 10 µM; hit rate 0.29% among 330,000; AID 2380;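 active = compounds whose signal lies at least 3.5 SD above the mean of all wells on their plate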;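 also: 0% = DMSO-treated cells in low-serum medium and 100% = 10% serum control; some compounds called inactive have numbers as strong as hits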
MPTP block: inhibitors of mitochondrial permeability transition pore; isolated mouse mitochondria, Ca2+ swelling absorbance, 30 min; inhibition, % at 10 µM; hit rate 1.4% among 360,000; AID 602449;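 active = inhibition of 50% or more, scaled per plate between neutral and stimulator controls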;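 also: 0% = DMSO wells given calcium and 100% = 1 mM EGTA wells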
mIAP block: blocks mouse intestinal alkaline phosphatase | purified mouse IAP, CDP-Star luminescence, 30 min | inhibition, % at 10 µM | hit rate 0.2% among 330,000 | AID 2806;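 active = inhibition of at least 40% at 10 µM in the primary screen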;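 also: plate controls were DMSO with enzyme for no effect and no enzyme wells for full effect; values of inactives mirror those of a sister screen read the other way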
mIAP act: increases mouse intestinal alkaline phosphatase activity | muIAP, CDP-Star luminescence, 30 min; stronger effect = higher value; 1 = vehicle-only enzyme signal, 0 = enzyme-free wells | activation factor at 10 µM | hit rate 0.24% among 330,000 | AID 2805;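 active = activation factor of at least 2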; also: the source names both 10 and 20 µM as test concentration; values of inactives mirror those of a sister screen read the other way
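also added = chemiluminescent substrate CDP-Star | test system = mouse IAP enzyme | signal = chemiluminescence readout | compound = DMSO-dissolved test compounds | incubation = 30 min at room temperature | benchmarks = DMSO wells, no-enzyme wells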
Numbers without * were called inactive; . = no result given.

mol,MIN6 prolif,GRIN3A LBD mod,hIAP inh,mIAP block,APOBEC3G inh,A3A deaminase,hIAP act,MPTP block,mIAP act
CC(=O)Nc1ccc2c(c1)ncn2-c1ccc(C)cc1,-2,-2,-6,0,-17,1,1.1,-2.1,1
Cc1csc(SCC(=O)Nc2ccccc2[N+](=O)[O-])n1,-2,-3,10,11,-1,5,0.9,0.3,0.89
COc1ccc(Cn2c(O)c(C=Nc3ccc(O)cc3)c3ccccc3c2=O)cc1,-3,23*,6,13,3,1,0.94,4.2,0.87
O=C(NCCn1c(-c2ccncc2)nc2ccccc21)[C@H]1CCCN1c1nc(CN2CCCCC2)cs1,-4,1,-14,-5,7,5,1.1,-0.1,1
O=C(Nc1cccc(Cl)c1)c1ccc(S(=O)(=O)NCC2CCCO2)cc1 (centres undefined),-1,21*,6,2,-5,-2,0.94,-0.4,0.98
Clc1cccc(Cl)c1Cn1ccc(C2CC2)n1,3,-2,3,2,-9,3,0.97,3.7,0.98
Cc1nn(C)c(C)c1NC(=O)COc1ccc(Cl)cc1,0,-4,12,-6,2,1,0.88,-0.9,1.1
COc1ccc(CCN2CC(C(=O)Nc3cc(F)ccc3F)CC2=O)cc1OC (centres undefined),0,1,8,0,-6,1,0.92,-0.1,0.99
Cc1cc(C)cc(OCC(=O)Nc2ccc3c4c(cccc24)CC3)c1,1,1,1,-4,-2,-3,0.99,2.0,1
O=c1c2cc(Cl)cc(Cl)c2nc2n1CCC2,-1,1,4,2,16,2,0.96,-0.7,0.98
COc1ccc(NC(=O)COC(=O)CCc2ccc(S(=O)(=O)N3CCOCC3)cc2)c(OC)c1,-4,1,-8,1,-7,-2,1.1,1.9,0.99
CCOc1ccc(/C=c2\sc3nc(-c4ccco4)nn3c2=O)cc1OCC,-3,0,15,26,19,74*,0.85,-0.6,0.74
O=C(c1cnn(C(=O)CN2CCCC2=O)c1)c1ccccc1O,2,1,-1,2,-8,-5,1,-1.2,0.98
COc1ccc(C(=O)Nc2nnc(-c3ccc(F)cc3)s2)c(OC)c1,1,-1,5,8,-6,-2,0.95,-0.3,0.92
O=C(Nc1ccccc1C(=O)NCC1CCCO1)c1ccccc1 (centres undefined),0,4,-20,-3,-3,-3,1.2,1.6,1
Cc1ccc(Cn2c(=N)c(C(=O)NCC3CCCO3)cc3c(=O)n4cccc(C)c4nc32)cc1 (centres undefined),8,9,1,10,-3,-5,0.99,-0.4,0.91
Cc1cc(C)c2c(CN3CCN(Cc4ccc5c(c4)OCO5)CC3)cc(=O)oc2c1,-4,-4,-7,7,-4,-1,1.1,2.1,0.93
CC1(C)CC(=O)C(/C=N/c2ncccc2C(=O)O)=C(O)C1,-3,2,-16,5,-1,3,1.2,1.2,0.95
CCCCNC(=S)NCC(c1ccccc1)c1c[nH]c2ccccc12 (centres undefined),-6,30*,-27,-57,0,2,1.3,3.7,1.6
Cc1cccc(-n2c(C)cc(/C=N\NC(=O)c3ccco3)c2C)c1,-2,-2,2,-1,-2,11,0.98,1.9,1
O=C(NCC(=O)N1CCCC1C(=O)O)OC1CCCCC1 (centres undefined),-3,0,-6,-4,-6,-1,1.1,-2.3,1
CCN(CC)S(=O)(=O)c1ccc2c(c1)nc(CCC(=O)Nc1ccc3c(c1)OCO3)n2CC,0,-4,4,-3,-8,-3,0.96,1.1,1
Cc1cc(C(=O)NC2CCCc3c2cnn3-c2ccc(C)c(C)c2)no1 (centres undefined),-2,-3,-2,0,-8,-5,1,0.4,1
CCOc1ccc(N(CC(=O)Nc2cccnc2)S(C)(=O)=O)cc1,-1,-1,-9,13,-4,-3,1.1,-1.9,0.87
Cc1cccc(NC(=O)CCCn2cc([N+](=O)[O-])cn2)n1,1,0,-7,6,-6,-3,1.1,-0.3,0.94
COC(=O)c1ccc(CSc2nc(-c3ccco3)cc(C(F)(F)F)n2)o1,-2,-29,9,11,0,1,0.91,-2.1,0.89
C=CCC(C(=O)NC(C)c1ccccc1)C(=O)NC(C)c1ccccc1 (centres undefined),-2,-5,-20,-9,-13,-5,1.2,-1.3,1.1
CSCCC(NC(=O)c1ccccc1)C(=O)NCC(C)(C)N1CCOCC1 (centres undefined),3,-1,-13,-13,-7,-3,1.1,-0.6,1.1
COc1ccc(N2C(=O)CC(NNC(=O)c3ccco3)C2=O)cc1 (centres undefined),-4,2,-19,7,-3,-8,1.2,-2.8,0.93
N/C(=N\OC(=O)c1ccc(Cl)cc1Cl)c1ccncc1,-2,-1,-7,-1,1,5,1.1,-1.1,1
Cc1ccc(Nc2nc(N)nc(CCl)n2)c(C)c1,-3,-3,2,-6,-6,-6,0.97,4.4,1.1
COc1cccc(N2CCN(C3CC(=O)N(c4cccc(Cl)c4)C3=O)CC2)c1 (centres undefined),2,-1,12,-1,-3,-1,0.88,-0.8,1
O=C(Cc1ccccc1[N+](=O)[O-])N1CCc2ccccc2C1,3,0,-2,-1,-1,-2,1,-1.0,1
Cc1ccc(C(=O)O/N=C2\CC3CCC2(C)C3(C)C)cc1 (centres undefined),-2,-1,23,1,-2,2,0.77,0.0,0.99
OC(COc1ccc(F)cc1Cl)CN1CCc2ccccc2C1 (centres undefined),0,-3,-2,7,-9,-4,1,-0.5,0.93
Cc1cc(=O)cc(C)n1-c1ccccc1N1CCOCC1,1,-2,15,5,2,0,0.85,-1.1,0.95
Cc1cccc(NC(=O)c2ccc(S(=O)(=O)N(C)C)cc2)n1,-3,0,5,4,-5,-4,0.95,-0.8,0.96
C=CCNC(=O)C1CCN(S(C)(=O)=O)CC1,-2,-2,-4,2,1,1,1,-2.9,0.98
O=S(=O)(NCc1csc(-c2cccnc2)n1)c1ccc(Cl)s1,2,2,-10,4,-3,-1,1.1,-0.3,0.96
O=C(NCCC1=CCCCC1)Nc1ccc2nsnc2c1,-4,2,7,-9,5,4,0.93,85*,1.1
Cn1nnnc1Sc1ncnc2scc(-c3cccc(Br)c3)c12,-6,0,7,1,-2,2,0.93,-0.7,0.99
Oc1c(C=C2N=c3ccccc3=N2)sc(=S)n1-c1ccc2ccccc2c1,-3,17*,13,26,-6,0,0.87,34,0.74
CC(C)(C)c1cc(CSC(=S)NC2CCS(=O)(=O)C2)c(Br)c(C(C)(C)C)c1 (centres undefined),-6,0,2,8,-9,4,0.98,29,0.92
Cc1nonc1OCCN1CCN(c2ccccc2[N+](=O)[O-])CC1,-1,0,7,9,-4,-1,0.93,0.3,0.91
O=C(COC(=O)Cc1ccccc1F)Nc1cccc(F)c1,0,0,-3,1,-5,2,1,-0.7,0.99

Just hIAP inh, for two of the compounds above:
Compound | hIAP inh
Clc1cccc(Cl)c1Cn1ccc(C2CC2)n1 | 3
Cc1nn(C)c(C)c1NC(=O)COc1ccc(Cl)cc1 | 12

(next part)
mol,MIN6 prolif,GRIN3A LBD mod,hIAP inh,mIAP block,APOBEC3G inh,A3A deaminase,hIAP act,MPTP block,mIAP act
CCC(=O)Nc1cc(-c2cc3ccccc3oc2=O)ccc1OC,-2,-4,14,7,-3,2,0.86,0.0,0.93
CCCNC(=O)Cn1c(-c2ccc(F)cc2)cc(C(=O)OCC)c1C,-1,-2,-4,10,-7,-2,1,1.0,0.9
COC(=O)c1c(NC(=O)CCCC(=O)O)sc2c1CCC2,-1,1,9,4,-2,2,0.91,-0.9,0.96
CC1(C)Cc2c(sc(NC(=O)C(=O)NCC3CCCO3)c2C(N)=O)CO1 (centres undefined),-3,-2,-4,2,-5,-3,1,-2.6,0.98
CC1(C(=O)NCC2CCCO2)Oc2cccnc2NC1=O (centres undefined),-1,1,6,4,-13,2,0.94,-1.1,0.96
Cc1cc(=O)oc2cc(OC(=O)C3CCN(C(=O)c4ccc(F)cc4)CC3)ccc12,-3,3,-16,2,-15,-1,1.2,-3.0,0.98
CCC(C(=O)NC(C)CCc1ccco1)n1nc(C)n2c(cc3occc32)c1=O (centres undefined),2,-1,-6,6,-5,-2,1.1,6.1,0.94
S=c1[nH]nc(C23CC4CC(CC(C4)C2)C3)n1Cc1ccco1,4,0,9,-4,3,3,0.91,0.2,1
COc1ccc2nc(Nc3nc(CSc4ccc(C)cc4)cc(=O)[nH]3)nc(C)c2c1,-4,-4,-73,17,-3,-2,1.7,0.3,0.83
CCN(CC)CCN1C(=O)C2C(C(=O)Nc3cccc(C)c3)C3C=CC2(O3)C1C(=O)NC1CCCC(C)C1C (centres undefined),0,-2,1,-3,-12,-1,0.99,1.2,1
O=C(Nc1ccc(-c2csc(Nc3ccccc3)n2)cc1)c1cc([N+](=O)[O-])cc(C(F)(F)F)c1,-8,24*,5,2,-4,9,0.95,5.9,0.98
Cc1ccc(C)c(N(CC(=O)NC2CCCC2)C(=O)c2cc3cc4cc(C)ccc4nc3s2)c1,-3,-2,20,13,0,0,0.81,2.7,0.87
O=S(=O)(NCCCN1CCN(c2ccccc2F)CC1)c1cccc2cccnc12,-4,-1,-15,-7,-6,1,1.1,-1.3,1.1
O=c1oc2ccccc2cc1-c1csc(Nc2nc3ccc(F)cc3s2)n1,-6,.,-24,28,-4,4,1.2,.,0.72
Cc1cccc(C(=O)NC(=S)Nc2ccc(S(=O)(=O)N3CCN(C)CC3)cc2)c1,-1,0,5,11,-5,-3,0.95,1.1,0.89
COc1cccc(N2C(=O)CC(N3CCN(S(=O)(=O)c4ccccc4)CC3)C2=O)c1 (centres undefined),2,0,4,-1,-6,-3,0.96,-1.1,1
COc1c(Cl)cc(Cl)cc1CNCCNCCO,-2,2,-37,0,-2,16,1.4,-0.2,0.99
CN(C)c1ncc(S(=O)(=O)c2ccccc2)c(-c2ccc(Cl)cc2Cl)n1,-4,0,-8,1,2,7,1.1,0.9,0.99
COc1ccc(CC(=O)NC(CC(=O)O)c2ccc(OC)cc2)cc1 (centres undefined),1,2,-3,-1,-3,-1,1,-0.4,1
Cc1cccc(NS(=O)(=O)c2ccc(C)c(C(=O)NCC(c3cccs3)N(C)C)c2)c1 (centres undefined),-2,0,-4,2,-5,0,1,0.2,0.98
Cc1cccc(C)c1NC(=O)CCCN1C(=O)C(c2ccccc2)Oc2cccnc21 (centres undefined),-1,0,18,0,4,2,0.82,-0.2,1
CCOC(=O)C1CCCN(C(=O)/C=C/c2ccc(Cl)cc2)C1 (centres undefined),-3,1,-10,0,-4,-1,1.1,-0.2,1
Cc1ccc(NC(=O)CSc2nc(C)c(Cc3ccccc3)c(=O)[nH]2)cc1C,-2,-5,9,6,-16,-2,0.91,1.8,0.94
O=C(O)CCC(=O)/C=C/c1ccccc1,-4,-1,-6,-2,0,2,1.1,-0.7,1
Cc1ccc(OCC(=O)Nc2ccc3c(c2)nc2n3CCOC2)cc1,-2,0,4,4,-13,-1,0.96,2.1,0.96
CCn1cc(C(=O)NCCCN2CCCC(C)C2)c(=O)c2cc(S(=O)(=O)N(C)C3CCCCC3)ccc21 (centres undefined),-4,-1,1,3,-6,-3,0.99,0.3,0.97
COC(=O)C1Cc2c([nH]c3ccccc23)CN1C(C)=O (centres undefined),-2,-1,3,12,-8,-3,0.97,-0.6,0.89
